Source: PubChem (National Center for Advancing Translational Sciences (NCATS))
GLP-1R inv ag: inverse agonists of human GLP-1 receptor. HEK293 GLP-1R CRE-luciferase, luminescence, 24 h; GLP-1R form is constitutively active. Potency, µM (series often up to 38.3 µM), for the others: at the top dose activity change, negative = inhibition, actives largely listed as inhibitors. 1.6% of 410,000 active; further: potency means the concentration at half of the fitted maximal effect; on the % scale 0 is the no-effect control and ±100 the full control effect; nearly all actives have a fitted effect of over 55% in size
Target sequence (P43220 whole entry, looked up): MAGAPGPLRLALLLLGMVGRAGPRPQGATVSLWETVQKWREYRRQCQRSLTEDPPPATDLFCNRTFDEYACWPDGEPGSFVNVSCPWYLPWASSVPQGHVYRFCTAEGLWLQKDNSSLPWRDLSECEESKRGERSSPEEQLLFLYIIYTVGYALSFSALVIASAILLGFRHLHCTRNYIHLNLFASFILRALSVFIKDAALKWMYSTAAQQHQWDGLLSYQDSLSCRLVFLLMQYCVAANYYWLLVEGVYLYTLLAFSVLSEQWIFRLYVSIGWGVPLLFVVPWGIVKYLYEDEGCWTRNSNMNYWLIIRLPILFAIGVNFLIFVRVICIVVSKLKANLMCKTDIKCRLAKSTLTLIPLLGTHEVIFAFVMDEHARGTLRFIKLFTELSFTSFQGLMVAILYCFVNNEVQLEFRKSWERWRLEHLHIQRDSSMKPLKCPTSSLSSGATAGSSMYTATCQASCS
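qHTS in 1536-well format: reporter HEK293 cells expressing constitutive GLP-1R activity in DMEM + 10% Nu serum, 24 hr with compounds at 37 deg C, luminescence read after 12 min with detection reagent.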
DRD3 antagonist: antagonists of human D3 dopamine receptor; max response, negative = inhibition, %; P35462; D3R cells, DiscoveRx beta-arrestin luminescence, antagonist mode; active compounds read low; 2.5% of 360,000 active; AID 652054; in the data active means max response below about -50%; inconclusive means no clear call, values can overlap the other calls; further: on the % scale 0 is the no-effect control and ±100 the full control effect; mostly tested at two doses, the higher about 12 µM
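Cells plated overnight at 1500 cells/well, then exposed to library compounds with dopamine controls for 90 minutes at 37 degrees C. DiscoveRx reagent added for 30–60 minutes at room temperature; luminescence read, quantitative HTS format.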
aSyn yeast inh: rescues yeast growth from alpha-synuclein toxicity. Yeast expressing alpha-synuclein, growth rescue, BacTiter-Glo, 24 h. Potency, µM (top dose mostly 46.1 µM), for the others: top-dose growth rescue (activation), usual class: activators. 0.14% of 370,000 active. AID 652106; further: potency means the concentration at half of the fitted maximal effect; % of control where 0% means no effect; nearly all actives have a fitted effect of over 65% in size
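Rescue of yeast growth: cells expressing toxic alpha-synuclein, induced in galactose at OD600 0.02, incubated with compound 24 h at 30 C. ATP luminescence quantified growth; inhibitors of toxicity appear as activators.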
pAkt inh: inhibitors of Akt phosphorylation | activity change, % for hits at 50 µM | Neuro2A IGF-stimulated pAkt S473 HTRF, 20 min; active compounds read low | 0.32% of 360,000 active | AID 651550; in the data active means activity change below about -80%; inconclusive means mostly about -51% to -80%; further: on the % scale 0 is the no-effect control and ±100 the full control effect
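Single-point screen (50 µM final compound) in Neuro2A cells stimulated 20 min with 6 nM IGF at 37 deg C. After lysis, Ser473-phosphorylated Akt read by HTRF (ex 330 nm, em 615/665 nm) as the 665/615 ratio.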
PTHR1 ag: PTHR1 (human) receptor agonism; Q03431; 0.075% of 410,000 active; Potency, µM (top dose mostly 115 µM), for the others: top-dose activation, actives largely listed as activators; HEK293 GP2 PTHR1 cells, GloSensor cAMP luminescence, 1 h; further: potency means the concentration at half of the fitted maximal effect; nearly all actives have a fitted effect of over 55% in size; some results filed as inactive show a strong effect at the top dose; inactives centre near -15; many of its hits are not listed in these tables
Target sequence (Q03431 whole entry, looked up): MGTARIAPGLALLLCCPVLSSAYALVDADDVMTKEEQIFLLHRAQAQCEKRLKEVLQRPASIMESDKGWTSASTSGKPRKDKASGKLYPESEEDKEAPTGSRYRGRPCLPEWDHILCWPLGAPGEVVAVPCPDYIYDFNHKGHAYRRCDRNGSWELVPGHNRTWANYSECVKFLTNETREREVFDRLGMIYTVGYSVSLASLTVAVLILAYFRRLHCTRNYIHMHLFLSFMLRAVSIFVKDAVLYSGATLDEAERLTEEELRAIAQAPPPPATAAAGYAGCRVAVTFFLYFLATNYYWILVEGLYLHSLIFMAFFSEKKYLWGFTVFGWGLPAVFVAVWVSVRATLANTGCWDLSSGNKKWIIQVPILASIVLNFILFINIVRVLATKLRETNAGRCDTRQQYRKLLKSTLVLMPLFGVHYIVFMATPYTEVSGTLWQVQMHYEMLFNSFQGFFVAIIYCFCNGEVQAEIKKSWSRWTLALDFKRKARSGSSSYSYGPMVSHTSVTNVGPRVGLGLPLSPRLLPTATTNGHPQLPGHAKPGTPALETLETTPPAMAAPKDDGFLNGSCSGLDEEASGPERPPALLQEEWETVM
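HEK-293-derived GP2 cells expressing PTHR1 and a GloSensor cAMP reporter, 3,000/well, plated overnight, given luciferin plus IBMX (each 0.5 mM as added) for 1 h at 37 °C, then compound for 1 h at 37 °C. Luminescence was read after 15 min at room temperature.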
GLP1R ag: GLP-1 receptor (human) agonism. P43220. HEK293 GLP-1R CRE-luciferase, luminescence, 4-6 h; cells express a hypersensitive GLP-1R form. Potency, µM (series often up to 45.6 µM), without a hit: at the top dose activation, usual class: activators. 0.007% of 380,000 active; further: potency means the concentration at half of the fitted maximal effect; % of control where 0% means no effect
Abeta yeast res: restores growth of yeast expressing A-beta42 peptide; yeast expressing A-beta42, growth rescue, OD600, 48 h; response scale: 0% DMSO, 100% iron-clioquinol control; Potency, µM (titrated, usually from 46.1 µM), for the others: at the top dose growth rescue, usual class: activators; 0.063% of 410,000 active; AID 1347071; further: potency means the concentration at half of the fitted maximal effect; nearly all actives have a fitted effect of over 55% in size
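Yeast A-beta toxicity model in growth medium with pinned compounds, 48 h at 30 C; growth read as absorbance at 600 nm. Normalized to FeCl3/clioquinol equimolar mix (positive) and DMSO (negative).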
FUS yeast rescue: rescues growth of FUS-expressing yeast | S. cerevisiae FUS-expressing, growth rescue, OD600, 24 h | Potency, µM (top dose mostly 76.6 µM), without a hit: top-dose growth rescue (activation), usual class: activators | 0.24% of 390,000 active | AID 1347120;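 further: potency means the concentration at half of the fitted maximal effect; plate controls were DMSO vehicle for no effect and reference control for full effect; nearly all actives have a fitted effect of over 55% in size; some results filed as inactive show a strong effect at the top dose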
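Galactose (2%) drives FUS expression in yeast precultured in raffinose; seeding density OD 0.005. Test compounds incubated 24hr at 30C and 99% humidity before absorbance at 600 nm was measured.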
TDP43 rescue: inhibitors of TDP-43 toxicity in yeast | TDP-43 expressing yeast growth rescue, BacTiter-Glo, 24 h | Potency, µM (series often up to 46.1 µM), for inactives: at the top dose growth rescue (activation), actives largely listed as activators | 1.8% of 410,000 active | AID 652104; further: potency means the concentration at half of the fitted maximal effect; % of control where 0% means no effect; nearly all actives have a fitted effect of over 50% in size
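Yeast cells expressing TDP-43 under galactose induction are exposed to compounds for 24 hr at 30 deg C. BacTiter-Glo luminescence measures growth, so protective compounds score as activators.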
Starred values were filed as active, the others as inactive; i = inactive; ? = inconclusive; . = no result given; [ ] = remark or other dose. Unless noted, the call rests on the fitted dose curve; in most records, active means well fitted curve in the direction sought with a large enough effect; inconclusive means small, poorly fitted or top-dose-only effect, or another doubt; inactive means no such curve, though single readings can be large; an effect the other way counts as inactive or inconclusive. An excerpt (hit frequency here may not be typical).

SMILES	GLP-1R inv ag	DRD3 antagonist	aSyn yeast inh	pAkt inh	PTHR1 ag	GLP1R ag	Abeta yeast res	FUS yeast rescue	TDP43 rescue
COc1ccc(OCCOc2ccc(S(=O)(=O)N3CCCC3)cc2C(N)=O)cc1	-19%	1	-1%	i	-12%	4%	-5%	.	-4%
COc1ccc(NC(=O)NCCCCc2ccccc2)cc1	6.3µM*	3	1%	i	i	1%	15%	-17%	0%
Cc1ccc2c(CN3CCN(S(=O)(=O)c4ccc(Cl)cc4)CC3)cc(=O)oc2c1C	19%	-13	4%	i	-16%	4%	-25%	9%	-14%
Cc1ccc(S(=O)(=O)N2CCC(C(=O)OCC(=O)NC(C)c3ccc(F)cc3)CC2)cc1C (stereo not given)	14%	21	2%	i	-2%	4%	-4%	?	8%
CC(C)NC(=O)c1nc2c(nnn2Cc2cccc(Cl)c2)c(=O)[nH]1	13%	-13	-6%	i	13%	-2%	-13%	-4%	-10%
CCS(=O)(=O)N1Cc2ccccc2CC1C(=O)Nc1nnc(SCc2ccc(C#N)cc2)s1 (stereo not given)	-6%	13	8%	i	-31%[inhibitor]	1%	5%	?	-3%
Cc1c(C(=N)C(C#N)C#N)c(=N)oc2c1ccc1ccccc12	8%	13	-1%	i	-31%[inhibitor]	4%	1%	1%	3%
CCN(CC)CC(C)(C)C(=O)/C=C/c1ccc(/C=C/C(=O)C(C)(C)CN(CC)CC)cc1	?	-64*	3%	i	-29%	-5%	5%	.	14%
CN(CC(=O)Nc1c(Cl)cccc1Cl)C(=O)C1CC(=O)N(Cc2ccccc2)C1 (stereo not given)	10%	0	-3%	i	i	5%	-12%	-27%	20%
C/C(=N\NC(=S)NCc1ccccc1)c1ccc(Cl)s1	-6%	-6	-14%	i	-21%	16%	?	18%	-31%[inhibitor][9.22 µM]
O=C(Cc1ccccc1)c1c[nH]c(C(=O)NCc2ccncc2)c1	8%	2	-1%	i	i	2%	4%	-4%	7%
O=[N+]([O-])c1cccc(-c2noc(COc3ccccc3)n2)c1	7%	10	-4%	i	-1%	11%	3%	-1%	-5%
O=C(N/C(=C/c1ccco1)C(=O)N1CCOCC1)c1cccs1	25%	-13	-3%	i	19%	-3%	3%	23%	-20%
CCc1cccc(C)c1NC(=S)NCC(c1cccnc1)N1CCOCC1 (stereo not given)	17%	6	-16%	i	i	4%	1%	-22%	7%
CC(CCl)n1c(=O)c2ccccc2n1C(=O)c1ccccc1 (stereo not given)	26%	42	-11%	i	i	10%	-15%	1%	11µM*

Three structures from above, sorted by number of heavy atoms, rising:
SMILES	GLP-1R inv ag	DRD3 antagonist	aSyn yeast inh	pAkt inh	PTHR1 ag	GLP1R ag	Abeta yeast res	FUS yeast rescue	TDP43 rescue
O=[N+]([O-])c1cccc(-c2noc(COc3ccccc3)n2)c1	7%	10	-4%	i	-1%	11%	3%	-1%	-5%
CCc1cccc(C)c1NC(=S)NCC(c1cccnc1)N1CCOCC1 (stereo not given)	17%	6	-16%	i	i	4%	1%	-22%	7%
CCS(=O)(=O)N1Cc2ccccc2CC1C(=O)Nc1nnc(SCc2ccc(C#N)cc2)s1 (stereo not given)	-6%	13	8%	i	-31%[inhibitor]	1%	5%	?	-3%

New compounds follow:
SMILES	GLP-1R inv ag	DRD3 antagonist	aSyn yeast inh	pAkt inh	PTHR1 ag	GLP1R ag	Abeta yeast res	FUS yeast rescue	TDP43 rescue
COc1ccc(-c2noc(N3CCC(C(=O)Nc4cccc(OC)c4)CC3)n2)cc1	?	4	0%	i	-44%[inhibitor]	3%	6%	-13%	0%
CCC(=Nc1ccc(N)cc1)C1=C(O)C(C(=O)OC)C(C)(C)CC1=O (stereo not given)	38%[activator]	-19	4%	i	i	-2%	-35%[inhibitor]	16%	-18%
CCNC(=O)C(Cc1ccccc1)NC(=O)OCc1ccccc1 (stereo not given)	-7%	11	2%	i	i	4%	5%	7%	-1%
CC1CCc2nc3ncn(Cc4cccc(F)c4)c(=O)c3cc2C1 (stereo not given)	18%	.	.	.	i	.	-3%	-11%	-4%
CCO[C@@H]1OC(C(=O)NC2CC2)=C[C@H](c2ccccc2)[C@H]1CCCO	7%	?	-6%	i	10%	-3%	-10%	-12%	-12%
COc1ccccc1NC(=O)C1CCCN1C(=O)NC1CCCCC1 (stereo not given)	9%	8	2%	i	i	9%	6%	-23%	-1%
O=C(NC1(Cc2ccc(O)cc2)CCCCC1)c1ccccc1	?	0	16%	i	i	5%	7%	-5%	-1%
CCC(CC)c1nn2c(=O)cc(COc3ccc(NC(=O)c4cccc(Cl)c4)cc3)nc2s1	-9%	.	.	.	-1%	-1%	3%	-25%	11%
CCNc1ccc(P(=O)(c2ccccc2)c2ccccc2)cc1	-18%	-15	-3%	i	-14%	11%	-2%	7%	9%
CCOC(=O)c1c(C)[nH]c(C(=O)COC(=O)c2cnc(C)cn2)c1C	49%[activator]	5	0%	i	i	17%	17%	16%	11%
Cn1c(N)c(C(=O)COC(=O)CCC2CCCCC2)c(=O)n(C)c1=O	12%	5	4%	i	i	4%	-11%	-3%	12%
CC(C)N1CCc2c(sc(NC(=S)NC(=O)c3ccccc3)c2C#N)C1	12%	-15	0%	i	i	17%	-12%	42%	-22%
CCOc1ccc(C(=O)Nc2ccc(S(=O)(=O)N3C[C@@H]4C[C@@H](C3)c3cccc(=O)n3C4)cc2)cc1	-15%	-16	6%	i	-4%	3%	12%	6%	19%
CCOC(=O)N1CCN(Cc2nc(Cc3cccc(C(F)(F)F)c3)no2)CC1	-5%	-50*	3%	i	21%	10%	20%	22%	20%
O=C(NC1CCCc2c1cnn2-c1ccccc1F)c1ccncc1 (stereo not given)	-10%	20	-7%	i	-39%[inhibitor]	0%	-2%	-10%	?
CCOc1ccc(S(=O)(=O)Nc2ccc3c(c2)c(C(C)=O)c(C)n3S(=O)(=O)c2ccc(OCC)cc2)cc1	?	.	.	.	-25%	.	-22%	18%	-2%
CCn1nc(C(=O)Nc2nc(-c3ccccn3)cs2)c2ccccc2c1=O	?	64	-16%	i	-16%	-2%	-13%	-18%	?
Cc1ccc(-c2ccc(/C=N\n3cnnc3)o2)c(Br)c1	?	-10	2%	i	i	12%	9%	17%	?
Cc1ccc(-c2cc(C(F)F)n3ncc(C(=O)N4CCN(c5ccccn5)CC4)c3n2)cc1	6.3µM*	4	8%	i	-17%	1%	0%	8%	6%
Cc1c(C)n(Cc2ccc(F)cc2)c2ccc(C(=O)Nc3ccc(Cl)cc3)cc12	?	.	.	.	-12%	.	-14%	2%	0%
CN(C)c1ccc(N=Cc2cccn2C)cc1	?	-24	-12%	i	-14%	-4%	-16%	26%	-6%
CCc1c(O)cc(=O)n(-c2ccccc2)c1-c1ccccc1	?	0	-1%	i	i	-17%	19%	?	4%
N#Cc1ccccc1OCC(=O)N1CC(=O)Nc2ccccc21	12%	-10	-3%	i	i	10%	-11%	-30%	-8%
CCC(=O)Nc1sc2c(c1C(=O)Nc1cccc(C)c1)CCCC2	?	.	?	.	i	11%	-23%	21%	0%
O=C(Cn1ccc(=O)[nH]c1=O)NCCO	2%	-16	0%	i	-5%	0%	-16%	-9%	-6%
O=C(NCCN1C(=O)S/C(=C/c2cccnc2)C1=O)c1cccs1	-6%	-5	-5%	i	i	-2%	5%	13%	-19%
Nc1c(-c2ccccc2)nc(Cl)nc1-c1ccccc1	35%[activator]	4	0%	i	-13%	2%	13%	-28%	26%
COc1ccccc1N1CCN(C(=O)c2ccc3c(c2)CCN3S(C)(=O)=O)CC1	-21%	11	12%	i	i	6%	14%	3%	12%
Cc1ccc2cc(CN(CC(C)C)C(=O)C3CCCO3)c(=O)[nH]c2c1 (stereo not given)	-1%	24	1%	i	-8%[57.5 µM]	-2%	16%	38%	21%
O=C(NCC(c1ccco1)N1CCc2ccccc21)c1cccc([N+](=O)[O-])c1 (stereo not given)	10µM*	6	-13%	i	i	23%	5%	0%	?
CSc1cccc(N2C(=O)C3CCCN3C2=S)c1 (stereo not given)	7%	2	2%	i	i	12%	16%	8%	-17%
O=C(Nc1ccc2oc(-c3cccnc3)nc2c1)c1ccc(Br)o1	1%	29	-6%	?	-11%[57.5 µM]	0%	-2%	3%	5%
COc1ccccc1NC(=O)CSc1nc2ccccc2c(=O)n1CC1CCCO1 (stereo not given)	-18%	-7	-2%	i	-2%	26%	-2%	27%	-1%
COc1ccc(C(C)(O)c2nc(-c3cccc(F)c3)cs2)cc1 (stereo not given)	?	15	?	i	-62%[inhibitor]	-4%	?	26%	?
Cc1ccc(CNC(=S)Nc2cc(C)ccc2OC(F)F)cc1	?	4	-12%	i	-15%	4%	9%	7%	?
CCOC(=O)/C(C#N)=C/Nc1cc(F)ccc1C	30%	5	5%	i	i	22%	4%	-23%	25%
O=C(CN1C(=O)NC2(CCCC2)C1=O)N1CCN(S(=O)(=O)c2ccccc2Br)CC1	3%	8	1%	i	-19%	-2%	4%	7%	-3%
Cc1noc(C)c1COc1ccc(C(=O)OCC(=O)NCc2ccccc2Cl)cc1	11%	0	11%	i	-65%[inhibitor]	10%	18%	.	29%
CC(=O)Nc1ccc(NC(=O)C2CCCN(S(=O)(=O)c3ccc(-n4cnnn4)cc3)C2)cc1 (stereo not given)	?	-7	3%	i	i	2%	-12%	18%	-4%
O=C(CSc1nc(-c2ccco2)cc(C(F)(F)F)n1)Nc1ccc(C(=O)N2CCCCC2)cc1	9%	0	-3%	i	-80%[inhibitor]	6%	-8%	-12%	15%
O=C(O)C1C2C=CC3(O2)C1C(=O)N1c2ccccc2C2OCCC2C13 (stereo not given)	-1%	8	0%	i	1%[57.5 µM]	13%	3%	3%	-11%
O=C(N/N=C/c1cccs1)c1cccnc1	7%	-20	-6%	i	-61%	4%	5%	22%	-16%[1.82 µM]
